From PubChem
C-LANA FP: inhibitors of KSHV C-LANA binding to DNA, primary screen, biochemical, fluorescence polarization, FAM-LBS DNA, MBP-C-LANA, single point; Kaposi's sarcoma herpesvirus LANA C-terminal domain (residues 932-1162) DNA binding; inhibition, % at 9 µM; 340,000 tested, 0.078% active; AID 504423, 2011;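 active = highest replicate inhibition at or above 60% at 9 µM, even if other replicates fall short; inactive = all replicates below 60% inhibition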;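 note: 0% = neutral control wells and 100% = 4 µM acridine orange control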
RTF Ca sens inh: cardiac RTF calcium sensitivity inhibitors, primary screen, biochemical, IANBD-TnC fluorescence, EC70 calcium; Troponin I, cardiac muscle (Homo sapiens) + Troponin T, cardiac muscle (Homo sapiens) + …; IANBD-labeled cardiac RTF, Ca2+ fluorescence; inhibition, % at 7.15 µM; 340,000 tested, 0.12% active;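 active = inhibition above the mean inhibition of all tested compounds plus 3 SD, cut at about 17% in these data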;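 note: assay run at fixed EC70 calcium of 1.6 mM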
HTR5A ag ctr: HTR5A agonists in luminescence cell assay, primary screen, counter-screen for OPRM1-OPRD1 heterodimer agonist project, full-deck HTS | activation, % at 9.3 µM | 340,000 tested, 0.61% active | cell-based | 5-hydroxytryptamine receptor 5A (Homo sapiens), P47898; in the data active = activation mostly above about 9.5%, no sharp cut-off; inactive = mostly below about 7.6%;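 note: 0% = cells with vehicle only and 100% = reference agonist; strong numbers were not always called active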
Target sequence (P47898 whole entry, looked up): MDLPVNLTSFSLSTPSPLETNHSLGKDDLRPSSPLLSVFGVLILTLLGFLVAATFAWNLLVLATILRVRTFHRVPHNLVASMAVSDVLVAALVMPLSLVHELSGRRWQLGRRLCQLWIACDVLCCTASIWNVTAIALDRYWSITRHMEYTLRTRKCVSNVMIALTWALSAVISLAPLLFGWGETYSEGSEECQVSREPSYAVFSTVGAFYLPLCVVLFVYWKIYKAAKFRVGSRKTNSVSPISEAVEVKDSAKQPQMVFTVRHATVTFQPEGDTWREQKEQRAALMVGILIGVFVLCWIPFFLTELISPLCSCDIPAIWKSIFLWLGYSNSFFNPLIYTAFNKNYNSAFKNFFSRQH
MOR-DOR inv ag: inverse agonists of MOR-DOR heterodimerization, primary screen, cell-based, luminescence. Mu-type opioid receptor (Homo sapiens) + Delta-type opioid receptor (Homo sapiens), …. cell-based MOR-DOR heterodimer luminescence, inverse agonism. inhibition, % at 9.3 µM. 340,000 tested, 0.21% active; in the data active = inhibition above about 22%, passing the limit was not always enough;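 note: 0% = cells with DMSO and 100% = wells without cells with DMSO; values of inactives mirror those of a sister screen read the other way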
cardiac RTF act: cardiac RTF calcium sensitivity activators, primary screen, biochemical, IANBD-TnC fluorescence, EC20 calcium; activation, % at 7.2 µM; IANBD-labeled TnC RTF fluorescence at EC20 calcium; 0% EC20 calcium, 100% full calcium; 340,000 tested, 0.24% active; AID 493008, 2010;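 active = activation above the mean over all tested compounds plus 3 SD, cut at about 30% in these data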;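 note: rise in fluorescence read as greater calcium sensitivity of cardiac thin filaments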
V-ATPase pHluor: regulators of yeast V-ATPase proton pumping, primary screen, pHLuorin cytosolic pH fluorescence; S. cerevisiae; response, % at 10 µM; 350,000 tested, 0.37% active; in the data active = response mostly above about 7.3%, no sharp cut-off; inactive = mostly below about 5.4%; note: actives read high; inactives centre near 0; some compounds called inactive have numbers as strong as hits; reference of the scale not given here
HTR5A inv ctr: HTR5A inverse agonists in luminescence cell assay, primary screen, counter-screen for OPRM1-OPRD1 heterodimer inverse agonist project, full-deck HTS | 5-hydroxytryptamine receptor 5A (Homo sapiens), P47898 | HTR5A cell line, inverse agonism | inhibition, % at 9.3 µM | 340,000 tested, 0.083% active; in the data active = inhibition mostly above about 23%, no sharp cut-off; inactive = mostly below about 18%;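 note: 0% = cells with DMSO and 100% = no-cell wells with DMSO; some compounds called inactive have numbers as strong as hits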
OPRM1-OPRD1 ag: agonists of OPRM1-OPRD1 heterodimerization, primary screen, cell-based, luminescence; 340,000 tested, 0.3% active; Mu-type opioid receptor (Homo sapiens) + Delta-type opioid receptor (Homo sapiens), …; AID 504326, 2011; cells; activation, % at 9.3 µM; in the data active = activation above about 18%;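 note: 0% = vehicle-treated cells and 100% = reference agonist; values of inactives mirror those of a sister screen read the other way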
Keap1 Nrf2 FP: Keap1-Nrf2 protein-protein interaction inhibitors, primary screen, biochemical, fluorescence polarization, single point | Kelch-like ECH-associated protein 1 (Homo sapiens), Q14145 | Keap1 Kelch-Nrf2 peptide fluorescence polarization, 1536-well | inhibition, % at 9.4 µM | 340,000 tested, 0.15% active; in the data active = inhibition above about 12%;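 note: human Keap1 Kelch domain with fluorescein labeled Nrf2 9mer peptide probe; 0% = neutral control wells and 100% = peptide positive control; higher means more block of Keap1 binding to Nrf2 peptide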
Target sequence (Q14145 whole entry, looked up, the tested form may be a part): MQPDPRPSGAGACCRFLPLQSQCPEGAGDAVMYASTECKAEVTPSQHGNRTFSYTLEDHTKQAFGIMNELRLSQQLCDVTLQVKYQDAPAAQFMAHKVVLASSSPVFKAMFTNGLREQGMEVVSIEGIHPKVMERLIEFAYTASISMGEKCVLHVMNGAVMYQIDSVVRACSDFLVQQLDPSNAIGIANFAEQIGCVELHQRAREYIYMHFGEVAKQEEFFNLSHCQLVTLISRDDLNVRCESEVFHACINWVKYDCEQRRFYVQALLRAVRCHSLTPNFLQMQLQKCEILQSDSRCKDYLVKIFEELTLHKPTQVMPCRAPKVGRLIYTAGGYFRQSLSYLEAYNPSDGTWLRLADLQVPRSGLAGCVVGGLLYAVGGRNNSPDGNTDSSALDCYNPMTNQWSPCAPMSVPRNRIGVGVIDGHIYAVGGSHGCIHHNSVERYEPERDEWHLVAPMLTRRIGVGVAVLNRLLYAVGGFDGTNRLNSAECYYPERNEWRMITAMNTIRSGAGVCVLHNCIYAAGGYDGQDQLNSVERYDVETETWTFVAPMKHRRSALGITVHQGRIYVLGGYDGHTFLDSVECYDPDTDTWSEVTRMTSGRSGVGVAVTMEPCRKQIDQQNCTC
CAL-PDZ inh HTS: untagged CAL PDZ binding inhibitors, primary screen, biochemical, fluorescence polarization, HTS; inhibition, % at 24.9 µM; purified CAL PDZ, TMR-peptide fluorescence polarization, 1 h; AID 602252, 2012; Golgi-associated PDZ and coiled-coil motif-containing protein (Homo sapiens), Q9HD26; 300,000 tested, 0.92% active;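 active = mean inhibition of at least 30% with at least half of replicates also reaching 30%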;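 note: 0% = DMSO neutral control and 100% = excess unlabeled competitor peptide PRC23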
The depositor's hits bear a star; · = no result given.

SMILES	C-LANA FP	RTF Ca sens inh	HTR5A ag ctr	MOR-DOR inv ag	cardiac RTF act	V-ATPase pHluor	HTR5A inv ctr	OPRM1-OPRD1 ag	Keap1 Nrf2 FP	CAL-PDZ inh HTS
O=C(Nc1c2c(nn1-c1ccccc1)CS(=O)(=O)C2)c1cccs1	2.2	-8.0	4.8	10.1	-1.0	-4.2	-2.2	-1.8	-4.6	-4.5
CCCSc1ccc([C@H]2N[C@@](C)(C(=O)OC)[C@H]3C(=O)N(C)C(=O)[C@@H]23)cc1OC	0.1	-11.6	-1.4	-1.1	-4.9	-1.6	4.1	0.2	-4.4	-0.5
O=[N+]([O-])C1=CC=C2C(=NC3(CCCCC3)N2O)C1=NCCO	1.1	-2.9	4.8	-8.3	-7.2	-4.5	6.0	1.4	-0.1	-3.4
O=C(NCc1cccs1)Nc1cccc(Cl)c1	0.2	-1.9	0.2	-18.1	-12.9	-3.2	-25.8	3.1	8.2	-1.9
COC(=O)c1[nH]c(C)c(/C(O)=C2\C(=O)C(=O)N(CCN(C)C)C2c2ccccc2OC)c1C (configuration not stated)	0.5	5.3	-0.2	-0.8	14.0	5.0	-23.3	0.1	-5.1	-4.7
Cc1cc2ncn(-c3ncnc4sc(C)c(C)c34)c2cc1C	-1.3	-3.4	4.0	13.8	6.8	-1.4	-13.4	-2.4	0.7	-1.9
CC1CCCC(C)N1C(=O)COC(=O)CSc1ccc([N+](=O)[O-])cc1 (configuration not stated)	-1.8	3.0	-3.3	1.4	3.5	6.8	-20.0	-0.2	-3.7	-1.4
CCOC(=O)Cn1cc(-c2ccccc2)nn1	0.7	-3.9	7.9	10.5	6.1	-1.6	-21.8	-1.9	3.8	-1.8
CCc1ccc(NC(=S)N(Cc2cccnc2)Cc2ccco2)cc1	-0.9	-3.0	-1.5	9.2	-5.3	-1.6	4.0	-2.0	-7.0	11.2
Cc1ccc(OCC(=O)Nc2nnc(C3CCCO3)s2)c(Br)c1 (configuration not stated)	1.1	8.3	-3.6	0.4	-4.4	·	8.8	-0.1	-0.5	-1.1
Cc1cccc(-n2nc3c(c2NC(=O)c2ccc(Br)o2)CSC3)c1	3.1	-21.0	-4.5	-10.9	3.0	-2.1	10.4	1.8	-7.2	-5.6
CC#CCCCC(=O)Nc1ccc(C(=O)O)cc1	0.1	-9.7	12.9	1.7	1.8	-3.6	-30.8	-0.3	2.0	·
O=C(Cc1cccc(C(F)(F)F)c1)NCc1cccnc1	1.8	-5.2	4.5	13.1	-1.1	0.6	9.8	-4.0	1.6	-0.5
CC1(C)C2CCC(C2)C1C/C=N/NC(N)=S (configuration not stated)	-0.2	-3.0	3.9	11.9	-3.1	-2.4	-6.9	-2.4	-1.2	-4.0
N=c1c(S(=O)(=O)c2ccc(F)cc2)cc2c(=O)n3ccccc3nc2n1CC1CCCO1 (configuration not stated)	-0.1	-10.0	-1.5	-5.2	-6.8	-0.4	-0.3	1.0	-6.2	-6.1
COC(=O)CSc1nnc(-c2ccc(OC)cc2OC)o1	-0.6	-9.4	0.9	17.5	2.7	0.3	10.8	-3.8	-1.0	-3.5
CC(=Nc1ccccc1)C1=C(O)C(CC(C)C)NC1=O (configuration not stated)	-1.2	4.3	1.9	12.7	-7.4	2.6	-7.6	-2.5	-6.9	-5.6
CCOc1ccc(OCC)c(NC(=O)CCS(=O)(=O)c2ccc(C)cc2)c1	3.3	-3.5	0.4	5.8	0.3	3.6	-1.4	-1.3	-0.7	0.3
O=C(N/N=C/c1ccccc1F)NC12CC3CC(CC(C3)C1)C2	-1.6	-3.2	0.1	-6.7	-6.5	-1.9	-0.3	1.5	1.3	4.8
Cn1c(-c2ccc3c(c2)OCO3)cnc1N	0.6	-5.6	-3.6	11.0	-0.1	-0.6	9.2	-2.1	-5.8	-3.2
Cc1cccc(-n2nnnc2SCC(=O)c2cc(C)n(Cc3ccco3)c2C)c1	0.6	-10.0	5.3	-6.5	1.0	1.7	-12.8	1.4	-1.7	0.2
CCOc1ccc(/C=C(\C)C(=O)c2c(C)cc(C)[nH]c2=O)cc1	1.6	-8.3	4.1	0.2	-3.7	0.0	-15.4	0.0	-1.9	2.9
O=C(N/N=C/C(Br)=C/c1ccccc1)C(O)c1ccccc1 (configuration not stated)	-0.5	0.0	-4.7	-0.4	-0.6	0.1	-6.3	0.1	-5.1	-1.9
COc1ccc(CN2CCC(C(=O)N3CCCC(C)C3)CC2)cc1OC (configuration not stated)	0.0	-16.0	-6.1	-3.5	3.4	0.3	16.3	0.5	-5.1	2.0
Cc1cc(-c2ccccc2)cc(=O)[nH]1	0.2	-3.6	4.8	10.9	7.2	-3.0	-18.7	-2.1	-1.3	-12.3
COc1ccc([C@H]2CC(=O)C=C(c3cc(F)ccc3OC)C2)cc1	1.0	-0.2	-1.5	1.0	1.6	-12.6	-14.8	-0.2	3.0	-1.9
CCOc1ccc(NC(=O)CN(C)C(=O)C2CCN(C(=O)Nc3ccccc3)CC2)cc1OCC	-0.5	1.2	0.2	0.0	-2.7	0.8	-2.1	0.0	-7.2	-1.6
N#CC(C#N)=C1NC2(CCCC2)Cc2ccccc21	-0.8	-2.4	-5.0	-9.5	4.6	7.8	-22.9	1.8	-4.2	0.2
COc1ccc(-c2cc(=O)oc3cc(OCC(=O)N4CCOCC4)ccc23)cc1	2.4	2.4	1.8	-3.0	-5.6	0.5	-8.3	0.4	3.3	·
Cn1c(=O)oc2cc(S(=O)(=O)N3CCCC(C(=O)NCc4cccs4)C3)ccc21 (configuration not stated)	0.2	1.0	5.0	6.0	9.7	-0.9	-14.1	-1.2	-8.9	-0.1
CCOC(=O)C1=NN(c2ccc(C)cc2)C2(S1)SC(C(C)=O)=C(C)N2c1ccccc1 (configuration not stated)	1.0	-5.3	-2.2	-5.1	1.0	-1.6	-8.4	0.9	-3.1	-6.9
CCOC(=O)c1sc(C)nc1C1CCN(C(=O)OCC)CC1	-1.0	3.9	-3.9	9.7	-0.1	-7.5	-9.8	-1.8	-2.4	-0.4
COc1ccc([N+](=O)[O-])cc1-n1cccc1	3.6	-1.3	-0.3	11.2	-4.2	4.0	5.5	-2.3	-3.9	-4.2
COc1cc(C2=NOC(C(=O)NCc3cccs3)C2)cc(OC)c1OC (configuration not stated)	3.1	-0.1	0.6	22.6	-5.6	-0.6	-21.4	-4.3	0.7	1.9
CCOc1ccc2oc(C(=O)N(CC)CC(=O)Nc3c(F)cccc3F)c(C)c2c1	-0.7	6.7	-6.4	9.1	-4.7	0.8	16.7	-1.4	2.0	-4.2
O=C(CN1CCN(c2cccc(Cl)c2)CC1)NC1CCCc2ccccc21 (configuration not stated)	-0.9	-1.4	12.1	-13.3	-6.5	3.6	-32.4	2.5	-2.6	-0.7
COc1cc(-c2nc3cnccc3n2C)cc(OC)c1OC	0.5	-2.0	1.4	6.1	-1.4	-1.0	-11.9	-1.5	1.1	5.8
O=C1CC(N2CCN(c3ccc(C(=O)c4ccc(F)cc4)cc3)CC2)C(=O)N1 (configuration not stated)	-1.0	8.6	2.2	-12.5	3.4	3.5	-6.5	2.2	-6.7	-8.7
COc1ccc(N2CCN(C(=O)c3sc4ncn(CC(=O)N5CCCCC5C)c(=O)c4c3C)CC2)cc1 (configuration not stated)	-0.4	-1.6	-0.6	11.2	2.2	3.6	-0.9	-2.1	-4.1	8.1
Cc1ccc(NS(=O)(=O)c2ccc3c(c2)NC(=O)C(C)C(=O)N3)cc1C (configuration not stated)	0.1	-9.0	0.7	-5.9	6.5	0.4	-32.3	1.0	-3.1	-9.6
O=S(=O)(N1CCCCC1)n1nnc2ccccc21	-1.9	9.5	-4.5	-5.1	-4.3	4.4	10.3	0.8	-2.1	4.5
CCCCc1ccc(NC(=O)c2ccc(N(C)S(C)(=O)=O)cc2)cc1	-8.0	-4.3	-2.0	-11.1	1.8	0.8	5.8	2.0	0.3	-2.3
Cc1ccc(S(=O)(=O)Nc2nc3ccccc3nc2NCC2CCCO2)cc1 (configuration not stated)	0.6	2.1	3.5	12.4	-0.8	-6.8	2.6	-2.3	0.6	-2.3
CCC(CC)C(=O)Nc1cccc(C(=O)Nc2ccc(S(=O)(=O)Nc3ccc(C)cc3)cc2)c1	-0.1	-13.8	5.1	-8.3	6.7	-0.3	2.7	1.6	4.8	·
Cn1c(=O)c2ncn(CC(=O)NCCC3=CCCCC3)c2n(C)c1=O	-2.6	-13.9	·	·	1.8	-3.1	·	·	-4.5	-3.7
N#Cc1ccc(C=NN2CCCCCC2)cc1	0.4	1.3	-0.1	4.2	-1.3	-0.8	0.3	-0.8	1.8	·
CCOC(=O)c1cnc(SCC(=O)N2CCC(C(N)=O)CC2)nc1N	0.3	-5.7	3.2	-9.5	3.0	0.8	3.7	1.7	-0.9	·
Cc1nc2nc(SCC(=O)N3CCOCC3)nn2c(C)c1Cc1ccccc1	0.7	3.2	-0.5	15.9	6.8	2.1	-21.6	-2.9	-2.7	-1.7
Cc1c(Cl)cccc1NC(=O)COc1ccc(S(=O)(=O)N2CCOCC2)cc1	-0.5	7.5	-1.4	10.4	-2.4	-0.6	-20.9	-1.9	-3.4	-2.1
O=C(CCNC(=O)c1ccco1)Nc1ccc(F)c(Cl)c1	0.3	-1.2	3.7	-15.5	1.0	1.9	-11.0	1.9	-1.6	-0.6
O=C(NCC1(N2CCOCC2)CCCCC1)c1ccc(Cl)c(S(=O)(=O)NCc2ccco2)c1	5.0	0.3	-2.3	-5.2	0.6	-6.0	5.9	1.0	-5.7	6.3
COc1cc(/C=C(\C#N)c2nc3ccccc3o2)ccc1O	-38.7	-78.0	-1.4	24.7	50.4*	-6.0	4.1	-5.0	-34.0	1.2
COC(=O)C1C(=O)c2c([nH]c(C(=O)OC3CCCC3)c2C)CC1C (configuration not stated)	-0.2	0.0	0.8	-5.3	2.4	-2.6	-2.6	1.2	0.8	-1.3
CCOC(=O)C1(Cc2cccc(OC)c2)CCCN(Cc2cnn(C)c2)C1 (configuration not stated)	0.8	7.8	-1.3	5.2	-2.1	-1.5	23.4	-0.8	-7.7	-5.9
O=C(OCC(=O)N1CCCCCC1)c1ccc(Br)c(S(=O)(=O)N2CCOCC2)c1	0.1	-11.3	7.7	14.0	1.0	5.2	-30.4	-2.9	-1.2	-1.1
